MEX-5 binding = MEX-5 zinc finger RNA-binding disruptors – biochemical, C. elegans, fluorescence polarization, MLPCN library, primary screen; MEX-5/FITC-TCR2 RNA binding; hits give low values; activity score (negative = inhibition of binding), % at 10 µM; actives 0.38% (n = 300,000);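 active means inhibition past about -25% in most replicates, and total fluorescence under double the plate's negative control median, limit read from the data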;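 further: 0% = DMSO and -100% = 5 µM competing unlabeled TCR2 RNA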
Target sequence (Q9XUB2 whole entry, looked up): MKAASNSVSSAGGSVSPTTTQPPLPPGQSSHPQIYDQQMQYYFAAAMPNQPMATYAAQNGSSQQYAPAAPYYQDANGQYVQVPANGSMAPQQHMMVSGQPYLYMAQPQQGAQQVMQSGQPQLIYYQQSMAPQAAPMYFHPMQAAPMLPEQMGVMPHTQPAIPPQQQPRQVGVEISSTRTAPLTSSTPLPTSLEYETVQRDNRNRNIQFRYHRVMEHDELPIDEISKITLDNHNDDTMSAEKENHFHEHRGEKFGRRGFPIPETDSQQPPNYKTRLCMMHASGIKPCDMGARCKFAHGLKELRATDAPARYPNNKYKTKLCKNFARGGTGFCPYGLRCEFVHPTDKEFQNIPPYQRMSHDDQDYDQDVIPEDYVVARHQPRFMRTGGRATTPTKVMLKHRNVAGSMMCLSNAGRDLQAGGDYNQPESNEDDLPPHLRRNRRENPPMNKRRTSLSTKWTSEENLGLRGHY
TPT1 inh = Candida albicans TPT1 enzyme inhibitors, primary screen, biochemical, fluorescence polarization; inhibition, % at 5 µM; actives 0.81% (n = 300,000); tRNA 2'-phosphotransferase TPT1 (Candida albicans SC5314); recombinant caTPT1, FP RNA substrate dephosphorylation;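 active means inhibition above the mean of all tested compounds plus 3 SD, set per screening campaign, cut at about 24% in these data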;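 further: plate controls were DMSO alone for no effect and ferristatin control at 100 nM for full effect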
Fam108B inh = mouse Fam108B serine hydrolase inhibitors, primary screen, counter-screen for RBBP9 inhibitor project, biochemical, fluorescence polarization; inhibition, % at 9.51 µM; recombinant Fam108B, FP-Rh probe fluorescence polarization; AID 1947, 2009; actives 0.33% (n = 300,000);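 active means inhibition above the screen mean inhibition plus 3 SD, computed separately per campaign, cut at about 18% in these data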;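 further: inhibitors lower polarization as less probe binds the enzyme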
PME-1 primary = PME-1 inhibitors via competitive probe labeling, primary screen, biochemical, fluorescence polarization, FP-Rh probe, HTS; recombinant PME-1; Protein phosphatase methylesterase 1 (Homo sapiens), Q9Y570; inhibition, % at 5.9 µM; actives 0.53% (n = 320,000);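 active means inhibition above the campaign mean of all compounds plus 3 SD, cut at about 26% in these data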;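 further: competitive labeling of PME-1 active site by serine hydrolase directed probe; 0% = PME-1 with DMSO and 100% = wells lacking PME-1 enzyme; inhibitors block probe labeling so polarization falls and inhibition rises; many of its hits are not listed in these tables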
Bcl-xL primary = inhibitors of human Bcl-xL, primary screen, biochemical, fluorescence polarization, HTS | Bcl-2-like protein 1 (Homo sapiens), Q07817 | GST-Bcl-xL / FITC-Bim BH3 peptide fluorescence polarization | inhibition, % at 10.9 µM | actives 0.7% (n = 320,000) | AID 2129, 2009;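 active means inhibition above the mean of all tested compounds plus 3 SD, cutoff set per campaign, cut at about 30% in these data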;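 further: 0% = DMSO wells and 100% = unlabeled Bim-BH3 peptide competitor; inhibitors lower millipolarization by displacing the labeled peptide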
MCL1-BIM inh = inhibitors of MCL1 binding to BIM-BH3, primary screen, biochemical, fluorescence polarization; GST-MCL1 / FITC-Bim-BH3 fluorescence polarization; inhibition, % at 10.9 µM; actives 0.68% (n = 320,000); AID 2057, 2009;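 active means inhibition above the mean inhibition of all tested compounds plus 3 SD, set per campaign, cut at about 40% in these data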;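 further: 0% = DMSO wells and 100% = unlabeled Bim-BH3 peptide control; higher means more loss of mP so more displacement of Bim peptide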
GSTO1 inh = inhibitors of recombinant GSTO1, primary screen, counter-screen for RBBP9 inhibitor project, biochemical, fluorescence polarization. actives 1.1% (n = 300,000). inhibition, % at 5.96 µM. activity-based probe fluorescence polarization;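 active means inhibition above the campaign mean inhibition plus 3 SD, cut at about 35% in these data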;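 further: 0% = GSTO1-1 with DMSO and 100% = wells lacking GSTO1-1 enzyme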
PAD4 inh = human PAD4 inhibitors, primary screen, biochemical, fluorescence polarization, 1536-well format. Protein-arginine deiminase type-4 (Homo sapiens), Q9UM07. actives 0.41% (n = 330,000). inhibition, % at 6.36 µM. recombinant PAD4, RCA probe fluorescence polarization;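 active means percent inhibition above a cutoff equal to the mean of all tested compounds plus 3 SD, cut at about 15% in these data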;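 further: 0% = PAD4 with RCA probe and DMSO and 100% = probe without PAD4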
GLD-1 RNA inh = GLD-1/TGE RNA complex disruptors, primary screen, biochemical, fluorescence polarization; Female germline-specific tumor suppressor gld-1 (Caenorhabditis elegans), Q17339; purified GLD-1 + fluorescein TGE RNA; inhibition, % at 5.96 µM; actives 0.44% (n = 320,000); AID 2280, 2010;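 active means percent inhibition above a per-plate cutoff, the plate mean of test compounds plus 3 SD, cut at about 30% in these data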;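 further: 0% = DMSO wells with GLD-1 and probe and 100% = wells lacking GLD-1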
Target sequence (Q17339 whole entry, looked up): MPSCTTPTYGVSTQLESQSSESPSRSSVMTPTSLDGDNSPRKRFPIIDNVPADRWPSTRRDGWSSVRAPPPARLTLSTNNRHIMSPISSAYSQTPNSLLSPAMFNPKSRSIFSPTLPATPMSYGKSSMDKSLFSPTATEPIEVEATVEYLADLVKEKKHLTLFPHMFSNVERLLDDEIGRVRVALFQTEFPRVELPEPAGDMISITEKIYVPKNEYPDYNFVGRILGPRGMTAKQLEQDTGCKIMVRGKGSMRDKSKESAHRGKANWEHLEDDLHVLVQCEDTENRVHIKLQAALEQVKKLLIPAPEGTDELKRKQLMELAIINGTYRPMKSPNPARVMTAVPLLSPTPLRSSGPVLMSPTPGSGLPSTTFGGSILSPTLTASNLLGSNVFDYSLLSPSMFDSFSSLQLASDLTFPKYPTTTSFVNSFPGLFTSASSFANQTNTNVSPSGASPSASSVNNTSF
* hit, by the source's call; / = not tested or not shown. Only part of the results is shown (hit frequency here may not be typical).

Start of the data: the first 2 records as a preview:
SMILES	MEX-5 binding	TPT1 inh	Fam108B inh	PME-1 primary	Bcl-xL primary	MCL1-BIM inh	GSTO1 inh	PAD4 inh	GLD-1 RNA inh
CN(C)/C=N/c1ncn(-c2ncc(C(F)(F)F)cc2Cl)n1	-2.4	0	0	-8	5	3	3	3	-1
Nc1nc2ccc(Cc3ccncc3)cc2s1	-1.3	1	-3	3	4	6	7	1	1

The list itself, repeating the preview:
SMILES	MEX-5 binding	TPT1 inh	Fam108B inh	PME-1 primary	Bcl-xL primary	MCL1-BIM inh	GSTO1 inh	PAD4 inh	GLD-1 RNA inh
CN(C)/C=N/c1ncn(-c2ncc(C(F)(F)F)cc2Cl)n1	-2.4	0	0	-8	5	3	3	3	-1
Nc1nc2ccc(Cc3ccncc3)cc2s1	-1.3	1	-3	3	4	6	7	1	1
O=C(CSc1nc2ccccc2c(=O)n1Cc1ccco1)N1CCN(c2ccccc2)CC1	-1.0	-1	0	-7	2	0	1	0	3
CC1(C)CC(O)CC(C)(C)N1CC(O)COCc1ccccc1 (stereo not drawn)	2.7	3	-2	-8	6	3	7	6	3
O=C(Cc1ccccc1)Nc1nnc(-c2ccco2)s1	/	-2	2	-5	8	15	-3	0	1
COc1ccc(S(=O)(=O)N2CCOCC2)cc1NC(=O)c1ccccc1-c1ccc(C(F)(F)F)cc1	0.1	-1	-2	0	0	-8	12	1	5
COc1ccc(NC(=S)NCC2CCN(c3ccc(OC)cc3)C2)cc1 (stereo not drawn)	-0.7	0	-2	6	4	3	10	-4	6
CCc1ccc2c(c1)C(c1ccc(N3CCOCC3)cc1)=NNC(c1ccncc1)=N2	2.0	-2	-76	2	1	-5	14	-3	-8
CN1CCc2c(sc3nc(NN)n(Cc4ccccc4)c(=O)c23)C1	1.4	38*	4	-6	-2	9	15	-5	-12
CCOC(=O)c1c(C)[nH]c(-c2csc(C)n2)c1C	1.1	-2	1	4	4	-2	8	-2	6
O=C(CNC(=S)N(Cc1ccccc1)Cc1ccccc1F)NCCc1ccccc1	1.5	-1	2	2	3	6	-13	-2	-1
Cc1cc(N/N=C/c2ccccc2)nc(N)n1	-1.9	-1	0	-8	2	4	1	-6	4
O=C(OCc1cc(=O)n2c(n1)sc1ccccc12)c1cccc(O)c1	-2.5	3	-8	-47	0	3	-7	-6	-1
CCn1ccc(C(=O)NC2=C(C#N)CCC2)n1	3.3	-1	6	-1	0	4	-4	1	5
CC(C)(C)c1cc(NS(=O)(=O)c2ccc3c(c2)OCCO3)on1	-3.0	-2	3	4	10	6	0	2	6
CCC(NC(=O)c1ccccc1NC(=O)c1ccccc1)C(=O)O (stereo not drawn)	-0.2	-1	1	-1	4	-4	-1	0	3
CC(C)CCc1c(O)nc(SCC(=O)N2CCCCCC2)[nH]c1=O	1.1	3	2	-3	10	4	4	16*	0
COc1ccc(NS(=O)(=O)c2ccc(C)c(NC(=O)NC3CCCCC3)c2)cc1	/	-2	-21	-27	5	13	4	0	-4
CC(=O)Nc1cccc(C(=O)NC2CCCc3c2cnn3-c2cc(C)cc(C)c2)c1 (stereo not drawn)	0.5	6	0	1	-6	-5	-2	0	58*
CC1=CC(C)(C)N2C(=O)C3(NCCc4c3[nH]c3ccccc43)c3cccc1c32 (stereo not drawn)	2.5	3	1	-7	5	-4	2	-1	5
Cc1ccc(N=Nc2ccc(N)cc2C)c(S(N)(=O)=O)c1	3.8	-1	-2	-4	7	6	0	-1	10
CCCSc1cc(N)cc([N+](=O)[O-])c1	-1.2	3	-1	2	-1	14	3	-5	10
COc1ccccc1NC(=O)Cn1c(=O)oc2ccccc21	1.0	2	-6	-6	0	2	-5	0	10
COc1cc(NC(=O)CN2C(=O)NC(c3ccccc3)(c3ccccc3)C2=O)c(C)cc1[N+](=O)[O-]	1.4	-2	-1	-6	5	11	-13	-2	1
CCOC(=O)c1c(NC(=O)C2CCCO2)sc(C(N)=O)c1C (stereo not drawn)	1.0	3	13	-1	5	8	-4	-6	-3

Additional entries:
SMILES	MEX-5 binding	TPT1 inh	Fam108B inh	PME-1 primary	Bcl-xL primary	MCL1-BIM inh	GSTO1 inh	PAD4 inh	GLD-1 RNA inh
CC(=NCCc1ccccc1)C1=C(O)CCC1=O	0.1	-4	6	-2	9	8	16	6	-1
Cc1ccc(-c2csc(NC(=O)C3=COCCO3)n2)cc1	-3.1	0	-5	-4	5	11	-1	-3	-1
COc1ccccc1CN1CC(C(=O)NCCN2CCNC2=O)CCC1=O (stereo not drawn)	1.2	0	1	-8	4	0	2	0	-2
O=C(O)c1cccc(S(=O)(=O)N2CCc3ccccc3C2)c1	-0.2	-5	-3	0	6	4	1	4	7
Cc1[nH]c2ccccc2c1C1C(c2ccccc2)=NN=C(C(C)C)N1O (stereo not drawn)	0.4	1	4	0	6	-36	3	-18	2
CC1(C)Cc2c(C#N)c(SCc3ccccc3)nc(N3CCOCC3)c2CO1	0.8	-5	-6	-7	4	2	-20	-2	3
CC(=O)c1cccc(NC(=O)N2C3CCC2CC(O)(c2cccnc2)C3)c1 (stereo not drawn)	-1.5	2	1	7	2	-7	1	-1	2
CC(C)N(C)Cc1nnnn1CC(=O)N(C)Cc1cccc(Cl)c1	2.1	1	-2	2	4	2	-3	-1	15
COc1ccc2c(CCNC(=O)CN3C(=O)c4ccccc4C3=O)c[nH]c2c1	-1.4	22	-3	5	-6	-12	8	1	-19
CCOC(=O)c1c(N)sc(C(=O)OCCOC)c1C	1.8	0	2	-1	10	11	0	-3	-1
CCCc1cc(Nc2c(C)n(C)n(-c3ccccc3)c2=O)n2c(nc3ccccc32)c1C#N	-0.2	3	6	-3	1	1	-7	0	3
COc1ccc(NC(=O)N(Cc2ccc(C)cc2)Cc2cccnc2)c(OC)c1	0.3	-2	2	-6	9	1	3	1	2
COc1ccc(NC(=S)NC(=O)c2csnn2)cc1	2.0	-1	5	2	7	7	4	-4	6
Nc1nc(OCC(F)(F)F)cc(Oc2ccccc2F)n1	0.6	2	1	1	1	2	-3	-3	-1
COc1ccc(OC)c(C2=NOC(C(=O)NCc3ccco3)C2)c1 (stereo not drawn)	-1.8	1	-4	-2	4	9	-5	-7	-2
Cc1ccc(S(=O)(=O)N/N=C\c2cn(-c3ccccc3)nc2-c2ccccc2)cc1	2.3	-1	-7	-17	4	2	-3	-1	3
CCOc1ccccc1CN1CCN(S(C)(=O)=O)CC1	0.8	-2	0	0	7	15	-7	1	5
O=C(Nc1ncccn1)c1cc([N+](=O)[O-])cc([N+](=O)[O-])c1	4.9	0	1	2	-4	-17	3	2	2
O=c1[nH]c(/C=C/c2ccc(Br)cc2)nc2c1cnn2-c1ccccc1	-1.4	-1	0	-6	-5	1	10	-8	-2
c1ccc([C@H]2CN3C(=N2)Sc2ccccc23)cc1	/	/	/	2	10	8	/	14	3
Cc1sc2nc(CC(N)=O)[nH]c(=O)c2c1-c1ccccc1	0.5	-4	0	-2	3	-5	0	-1	-3
CN(C)S(=O)(=O)c1cccc(NC(=O)c2ccc(COc3ccccc3)cc2)c1	-2.5	-4	-8	-10	-2	-16	-6	-8	-5
Cc1cc(C(=O)N/N=C2\CC(=O)CC(C)(C)C2)n[nH]1	-6.3	-2	1	-1	5	1	3	-4	21
O=C(CCN1CCC(c2ccccc2)C1)c1cccs1 (stereo not drawn)	-0.6	-1	-4	-5	3	3	-6	-3	-4
CCN(CC)C(c1ccc(C)cc1)c1nnnn1C1CCCCC1 (stereo not drawn)	1.2	2	-2	-7	2	-3	-1	1	-16

3 entries already listed, arranged by the number in TPT1 inh, low to high.
compound | TPT1 inh
O=C(O)c1cccc(S(=O)(=O)N2CCc3ccccc3C2)c1 | -5
Cc1cc(C(=O)N/N=C2\CC(=O)CC(C)(C)C2)n[nH]1 | -2
Cc1ccc(S(=O)(=O)N/N=C\c2cn(-c3ccccc3)nc2-c2ccccc2)cc1 | -1

The listing continues.
SMILES	MEX-5 binding	TPT1 inh	Fam108B inh	PME-1 primary	Bcl-xL primary	MCL1-BIM inh	GSTO1 inh	PAD4 inh	GLD-1 RNA inh
C[C@H](NC(=O)c1ccccc1)C(=O)N1CCC2(CC1)NCCc1[nH]cnc12	1.1	0	1	-2	1	1	1	-6	0
CCOC(=O)CNc1nc(Oc2ccc(=O)n(C)n2)nc(N(CC)CC)n1	-1.6	-1	1	3	10	14	3	-1	-3
CCOc1cc(C(=O)Nc2ccc(S(=O)(=O)N3CCOCC3)cc2)cc(OCC)c1OCC	-1.0	2	-4	-1	-2	0	3	-2	0
Cc1ccc(Cl)cc1N(C)C(=O)Cn1ncc2c([nH]c3ccccc32)c1=O	-2.5	4	-5	-7	3	-3	0	1	-8
CCC(CC)NC(=O)c1oc2ccccc2c1COc1ccccc1	-0.1	-1	-6	-5	-7	-4	-4	-1	6
O=C(NCC1CCCN1S(=O)(=O)c1cccs1)C(=O)Nc1ccccc1Cl (stereo not drawn)	3.7	2	-2	1	11	9	6	-3	-1
COc1ccc(Cc2nnc(SCC(=O)c3c(N)n(C4CC4)c(=O)[nH]c3=O)o2)cc1	/	/	/	-5	-1	-12	/	-5	8
O=C(CSc1cn(CC(=O)N2CCCCCC2)c2ccccc12)NCC1CCCO1 (stereo not drawn)	-1.0	2	5	9	1	-4	-1	2	4
CCC(C)NC(=O)Cn1cc(S(=O)(=O)N2CCCC2)c(S(=O)(=O)N2CCCC2)c1 (stereo not drawn)	1.1	-4	10	0	7	6	9	-1	10
O=C(CSc1nnc(CNC(=O)c2ccccc2F)o1)Nc1ccc2c(c1)OCO2	-0.2	-2	0	3	5	17	12	-3	-5
Cc1onc(-c2c(F)cccc2Cl)c1C(=O)N1CCOC12CCCCC2	0.6	-1	6	2	6	13	3	4	15
O=[N+]([O-])c1cc(C(F)(F)F)cc([N+](=O)[O-])c1NCCCN1CCOCC1	1.5	-3	-2	-5	3	3	1	2	-8
NC(=O)c1cccc(-c2cccc(OC(=O)NC3CCCCC3)c2)c1	-2.1	0	-3	3	1	3	8	-1	1
CCOC(=O)c1oc2cc(O)ccc2c(=O)c1-c1csc(C)n1	-3.2	0	-1	-1	2	5	4	2	6
COc1ccc2c(c1OC)C(=O)N1N=C(c3ccc(F)cc3)CC21 (stereo not drawn)	-1.4	-2	-1	0	1	1	-1	-2	3
CCOC(=O)c1c(NC(=O)C(C)Sc2cccc[n+]2[O-])sc2c1CCN(Cc1ccccc1)C2 (stereo not drawn)	/	71*	6	1	-21	-57	-10	-2	-30
Cn1ncc(Br)c1C(=O)N/N=C/c1cccc(OC2CSC2)c1	2.7	1	1	2	0	-3	5	-3	2
COc1ccc(N2C(=O)CC(NCc3ccncc3)C2=O)cc1 (stereo not drawn)	0.0	-4	2	2	1	-4	5	-4	-3
O=C(O)C1CCCN(S(=O)(=O)c2ccc(F)cc2)C1 (stereo not drawn)	0.4	2	-2	-2	3	2	-4	-7	2
CCS(=O)(=O)c1ccc(S(=O)(=O)CC)s1	-2.4	-3	7	-4	5	5	1	2	4
COc1cccc(-c2nn3c(-c4ccco4)nnc3s2)c1	-2.4	1	-1	4	8	13	-13	1	4
